MC4R antag cAMP: antagonists of human melanocortin 4 receptor (MC4R). P32245. MC4R-expressing cells, MTII-stimulated cAMP, LANCE TR-FRET. inhibition, % at 6.5 µM. hit rate 0.48% among 360,000;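 active = inhibition above its plate's cutoff, the mean of tested wells on that plate plus 3 SD, cut at about 29% in these data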;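 also: 0% = Melanotan II alone and 100% = Melanotan II plus saturating MCL0020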
Target sequence (P32245 whole entry, looked up): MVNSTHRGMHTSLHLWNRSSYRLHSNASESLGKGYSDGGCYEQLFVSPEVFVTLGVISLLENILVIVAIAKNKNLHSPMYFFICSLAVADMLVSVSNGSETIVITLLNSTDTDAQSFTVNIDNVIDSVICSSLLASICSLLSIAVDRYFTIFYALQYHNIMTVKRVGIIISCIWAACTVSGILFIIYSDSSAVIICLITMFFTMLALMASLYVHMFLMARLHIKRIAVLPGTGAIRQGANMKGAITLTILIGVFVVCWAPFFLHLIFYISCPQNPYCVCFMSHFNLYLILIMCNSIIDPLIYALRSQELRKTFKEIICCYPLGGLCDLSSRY
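Test system: U2OS cells stably expressing human melanocortin 4 receptor (MC4R); also added: Melanotan II challenge; compound: 6.5 µM single dose; timing: 30-min compound preincubation, 1-h Melanotan II challenge, 1-h detection, room temperature; signal: Eu-cAMP/anti-cAMP TR-FRET, emission 671 nm; repeats: one well per compound, no replicates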
ABCB6 inh MLPCN: human ABCB6 transporter inhibition | Q9NP58 | K562-ABCB6 porphyrin accumulation, flow cytometry, 1 h; active compounds read low | fluorescence ratio to DMSO, % at 10 µM | hit rate 0.19% among 360,000 | AID 602162;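 active = fluorescence ratio to DMSO below 75%, the collection mean minus 3 SD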;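 also: signal is porphyrin accumulated inside mitochondria; 100% equals median channel fluorescence of DMSO control wells; lower ratio means ABCB6 inhibition with less porphyrin fluorescence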
TLR9-MyD88 inh: TLR9-MyD88 interaction inhibition. Q9NR96+Q99836. CHO BLA complementation TLR9-MyD88, CCF4 FRET ratio. inhibition, % at 4.98 µM. hit rate 0.21% among 340,000;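 active = inhibition above the mean over all tested compounds plus 3 SD, cut at about 21% in these data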;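 also: 0% = DMSO only wells and 100% = clavulanate BLA inhibitor control wells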
N-glyco inh: N-linked glycosylation inhibition; AID 588692; reporter increase, % at 12.5 µM; D54 ERlucT glycosylation luciferase reporter, 24 h; percent of 100 nM tunicamycin response; hit rate 0.23% among 360,000;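 active = mean luciferase reporter signal, scaled so untreated is 0 and the glycosylation-blocking control 100, at or above a set limit in every replicate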;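 also: luciferase carries N-glycosylation sites so blocking glycosylation raises the light; 0% = median of neutral control wells and 100% = median of 100 nM tunicamycin wells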
ABHD5 PLIN5 PPI: inhibitors of human ABHD5-perilipin-5 interaction; Split G. princeps luciferase complementation, luminescence, 4 h; inhibition, % at 4 µM; hit rate 0.78% among 360,000; AID 602281;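 active = inhibition above the mean inhibition across every tested compound plus 3 SD, cut at about 22% in these data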;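 also: 0% = DMSO only wells and the 100% control is not disclosed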
Granule exo inh: blocks lytic granule exocytosis; hit rate 0.66% among 360,000; inhibition, % at 10 µM; TALL-104 LAMP-1 surface exposure, flow cytometry; cells stimulated with thapsigargin and PMA;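 active = inhibition above about 55%, limit read from the data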
MC4R ag barr: activates human MC4R beta-arrestin recruitment; P32245; U2OS MC4R beta-arrestin complementation, luminescence; percent of melanotan II response, DMSO zero; activation, % at 8.9 µM; hit rate 0.98% among 360,000; AID 540308;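 active = activation above a per-plate cutoff, the mean activation of sample wells on that plate plus 3 SD, cut at about 8% in these data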
NOD2 RIPK2 PPI: inhibitors of human NOD2-RIPK2 interaction. CHO BLA complementation NOD2-RIPK2, CCF4 ratio. inhibition, % at 4.98 µM. hit rate 0.38% among 360,000. AID 624267; in the data active = inhibition above about 21%;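 also: 0% = vehicle only and 100% = reference blocker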
Target sequence (O43353 whole entry, looked up): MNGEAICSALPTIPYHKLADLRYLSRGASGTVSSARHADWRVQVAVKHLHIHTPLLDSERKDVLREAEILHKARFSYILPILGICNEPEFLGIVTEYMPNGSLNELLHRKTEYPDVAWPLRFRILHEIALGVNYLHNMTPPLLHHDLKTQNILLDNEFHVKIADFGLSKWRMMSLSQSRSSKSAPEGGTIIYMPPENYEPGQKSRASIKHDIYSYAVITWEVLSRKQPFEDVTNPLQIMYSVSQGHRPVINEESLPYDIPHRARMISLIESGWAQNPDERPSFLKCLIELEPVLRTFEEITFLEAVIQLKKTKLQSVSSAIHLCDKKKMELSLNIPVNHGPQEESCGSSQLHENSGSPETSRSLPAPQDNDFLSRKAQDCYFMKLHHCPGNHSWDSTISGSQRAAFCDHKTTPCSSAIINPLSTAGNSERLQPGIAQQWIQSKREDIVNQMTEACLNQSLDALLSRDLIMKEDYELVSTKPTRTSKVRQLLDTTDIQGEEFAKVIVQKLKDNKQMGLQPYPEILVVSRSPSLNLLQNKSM
Vif imaging: inhibitors of HIV Vif; HEK293T cells, Vif self-association by quenched fluorescence, imaging, 24 h; inhibition, % at 7.49 µM; AID 602346; hit rate 0.35% among 340,000; in the data active = inhibition above about 50%, passing the limit was not always enough; also: some results filed as inactive read as strong as hits
aDG glyco up: increases alpha dystroglycan glycosylation; activation, % at 10 µM; Pro5-aDG cells, alpha-DG glycosylation AlphaScreen (IIH6); 0% Pro5, 100% B10-LARGE cell signal; hit rate 0.22% among 360,000;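 active = activation of at least 8% versus controls, or a plate z-score of at least 8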;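 also: Pro5 are CHO cells carrying HIG-tagged alpha-DG that lacks glycosylation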
* = called active by the depositor; nt = not tested or not shown.

Every second line gives: Granule exo inh	NOD2 RIPK2 PPI	ABHD5 PLIN5 PPI	Vif imaging	MC4R ag barr	TLR9-MyD88 inh	N-glyco inh	MC4R antag cAMP	aDG glyco up	ABCB6 inh MLPCN
Cc1cccc(N(CC(=O)NCCSCc2ccco2)S(=O)(=O)c2ccccc2)c1
    -0.9	2.3	-1.9	-7.0	0.5	-7.2	-2.4	-0.6	0.0	90.0
CN(C(=O)Cn1cnc2ccccc2c1=O)C1CCS(=O)(=O)C1 (stereo unspecified)
    -2.1	-5.2	10.0	4.7	1.4	-0.7	0.0	2.7	-0.2	102.0
O=C(COC(=O)c1ccccc1NCCO)NCCc1ccccc1
    -13.6	7.1	-7.0	21.9	-1.7	-1.7	0.1	7.3	1.6	98.0
CCOC(=O)C1CCCN(c2ccc(NC(=O)c3snc4c(=O)[nH]cnc34)cc2)C1 (stereo unspecified)
    0.2	3.0	-5.7	-0.5	-2.5	8.9	-0.7	-2.8	-0.2	97.0
COc1cc(NC(=O)CNc2ccc(Cl)c(S(=O)(=O)N3CCOCC3)c2)cc(OC)c1
    -1.2	-0.9	-1.2	0.3	-1.7	4.3	-1.2	-4.3	0.0	94.0
Cc1ccc2[nH]c3c(c2c1)CN(C(=O)CN1CCCc2ccccc21)CC3
    0.9	1.6	6.5	3.4	-1.8	2.6	0.8	1.9	0.0	106.0
CCOC(=O)C(/C(N)=N/C(=O)Nc1ccccc1)=C(\C)O
    5.9	-1.3	5.4	-1.5	2.3	-5.7	0.6	-11.3	2.9*	100.0
Nn1cc(-c2ccccc2)nc1SCC(=O)N1CCN(S(=O)(=O)c2ccc(Cl)cc2)CC1
    0.6	1.2	-9.6	nt	-1.9	-3.9	0.1	0.9	0.0	97.0
CSC1=NCCN1C(=O)c1c(-c2ccccc2Cl)noc1C
    -3.0	4.7	4.5	13.8	-1.6	2.8	2.8	8.6	0.2	98.0
Cc1ccc(CNC(=O)C2CCC(=O)N(C3CC3)C2)cc1 (stereo unspecified)
    31.3	-2.7	0.1	1.6	-2.2	2.3	3.3	0.2	0.0	96.0
Cc1ccccc1C(=O)NC1CCN(C(=O)N(c2ccccc2)c2ccccc2)CC1
    0.7	-12.3	-3.9	13.4	-0.5	5.3	0.3	4.4	-0.1	94.0
CC(=O)Nc1ccc(C(=O)OC2CCCCC2=O)cc1 (stereo unspecified)
    7.5	-1.5	5.8	nt	1.2	-0.8	0.1	7.9	0.1	96.0
COc1ccccc1NC(=O)N(C)C[C@@H]1OCc2ccccc2-c2c(n(C)c3ccccc23)C(=O)N([C@H](C)CO)C[C@@H]1C
    -2.2	-0.5	0.7	-10.9	-0.4	-6.9	-5.1	-0.3	0.0	99.0
Cc1ccc(-c2nc(N)nc(N)n2)c(C)c1
    -6.0	3.7	1.6	3.8	-1.0	12.8	0.0	1.8	-0.1	102.0
O=C(CSc1ccc2c(c1)OCCO2)Nc1ccc(N2CCOCC2)cc1
    -1.1	-1.6	-4.7	3.6	-1.2	9.6	0.9	13.3	0.0	104.0
Cc1ccc(NS(=O)(=O)c2ccc3c(c2)NC(=O)CCS3)c(C)c1
    -1.1	-6.3	-5.0	-3.5	-1.3	7.8	-3.5	5.7	0.5	99.0
COc1ccc(CCNC(=O)Nc2ccc3c(c2)c(=O)n(C)n3Cc2ccc(Cl)cc2)cc1OC
    0.3	13.5	7.9	-17.7	0.3	nt	-2.4	4.1	0.3	102.0
CCOC(=O)[C@]12CCCC=C1N(Cc1ccccc1)C(=O)[C@H](CC(=O)NCCCOC)C2
    -3.5	-12.5	0.0	nt	nt	nt	nt	nt	0.1	nt
CN1C(=O)C(CC(=O)Nc2ccc(F)cc2)N(Cc2ccco2)C1=S (stereo unspecified)
    5.3	-7.7	5.9	-6.0	-1.5	-6.1	0.2	2.7	0.3	102.0
COc1ccc(C(=O)NC(=S)N2CC(C)OC(C)C2)cc1OC (stereo unspecified)
    -5.1	1.1	5.0	1.3	-0.7	7.7	2.8	2.0	-0.1	99.0
COc1cc(OC)c2c(c1)C(=O)c1cc(OC)cc(OC)c1C2=O
    8.6	-4.7	-0.9	9.6	-1.3	-5.0	1.3	-4.8	-0.1	103.0
COc1ccc(/C=C2\SC(=O)N(CCNC(=O)Cc3coc4cc(OC)ccc34)C2=O)cc1
    -1.9	-8.5	4.8	-2.1	1.1	2.8	0.8	-1.3	0.3	95.0
COC(=O)c1ccc(Cn2cnc3c(Cl)ncnc32)cc1
    5.5	6.0	9.9	-1.6	-2.1	-4.7	-3.1	2.5	-0.1	100.0
CN(C)c1ccc(N/C=C/C(=O)c2ccccc2)cc1
    0.3	-2.5	1.4	-2.3	0.3	3.3	-17.3	-3.6	-0.1	102.0
CCOc1ccccc1NC(=O)CSc1nnc2ccc(-c3ccncc3)nn12
    -2.9	-10.8	4.0	-17.6	-0.5	-9.9	-2.0	-0.8	-0.1	96.0
COc1cc(C(=O)NCc2ccc3c(c2)OCO3)ccc1OCc1c(C)noc1C
    0.6	-7.9	-1.8	6.2	-2.3	-3.5	1.5	3.6	-0.1	92.0
Cc1ccsc1C1Nc2ccc3ncccc3c2C2=C1C(=O)CC(C)(C)C2 (stereo unspecified)
    15.2	9.6	-7.8	2.2	-0.5	4.3	11.5	-25.8	-0.3	146.0
Cc1cccc(NC(=O)c2nc[nH]c2C(=O)N[C@@H](C)CO)c1
    -8.6	-10.5	1.9	8.4	-1.4	4.5	3.3	-1.1	0.1	105.0
COc1ccc(-c2cc(C(=O)N3CCCCC3)c3ccccc3n2)cc1OC
    24.0	-18.5	9.8	8.1	1.4	2.0	0.2	3.3	0.0	98.0
Cc1ccc(NC(=O)COC(=O)C(NS(=O)(=O)c2ccc(Cl)cc2)C(C)O)cc1C (stereo unspecified)
    -3.1	-3.0	2.1	0.3	-2.5	-7.2	4.3	9.3	0.2	98.0
COc1ccc(-c2csc(NC(=O)CN3C(=O)NC4(CCCC4)C3=O)n2)c(OC)c1
    -4.7	-8.9	-3.1	nt	-3.5	-2.6	5.0	-0.2	0.4	101.0
COc1ccc(NC(C)=O)cc1CNC(=O)COc1c(C)c(C)cc(C)c1C
    -4.8	2.4	6.9	-3.8	-0.7	-10.5	2.2	1.4	2.5	109.0
CSc1nc(C)cc(C)c1S(=O)(=O)c1ccccc1C
    -2.3	2.7	2.4	5.8	-1.7	-3.9	-3.5	2.1	0.1	100.0
O=C(NCc1cccnc1)c1ccccn1
    4.1	7.4	-1.5	0.3	-2.4	-9.7	4.0	-0.6	-0.2	99.0
COc1ccc(N(C)C(=O)Cc2c(C(=O)O)n(C)c3ccccc23)c(OC)c1
    4.4	-1.5	2.9	-3.5	0.5	0.1	-0.4	10.3	-0.1	96.0
CCCCOc1ccc(N(CC(=O)NC(C)(C)CC)C(=O)CCC(=O)Nc2ccccn2)cc1
    0.2	5.5	-3.6	3.4	3.3	1.4	-0.3	9.1	0.2	96.0
COc1ccccc1-c1cc(-c2ccccc2)nc(SC(C(N)=O)c2ccccc2)c1C#N (stereo unspecified)
    0.2	0.5	-0.6	2.2	-0.7	1.9	-15.1	-0.4	-0.4	93.0
Cc1cc(C)n(C(=O)CNC(=O)c2cccs2)n1
    0.1	-10.3	-1.4	-13.1	-0.7	-5.5	0.1	-0.9	-0.2	90.0
CN(CC(=O)NCC(=O)Nc1ccc(F)c(F)c1F)C1CCS(=O)(=O)C1 (stereo unspecified)
    2.7	5.6	0.7	nt	-1.1	-1.7	1.9	0.4	-0.3	98.0
COc1ccc2c(CC(=O)Nc3nc(C)cs3)coc2c1
    0.0	-7.7	-5.2	-2.9	-1.9	10.0	-1.0	5.1	-0.1	97.0
CCCCNC(C(=O)Nc1ccc([N+](=O)[O-])cc1Br)c1ccccc1 (stereo unspecified)
    1.4	-2.4	-2.6	-1.4	0.8	1.7	-0.1	19.7	-0.1	99.0
COc1ccc(/C(O)=C2/C(=O)C(=O)N(CCCN(C)C)C2c2cccc(Cl)c2)cc1OC (stereo unspecified)
    -1.8	-11.8	0.4	0.2	-1.0	3.7	-1.1	3.8	-0.2	92.0
COc1ccc(CC(=O)Nc2ccc(-c3nc4cc(C)ccc4o3)c(O)c2)cc1OC
    -1.9	6.0	9.6	-7.5	0.3	5.7	0.8	19.8	-0.4	91.0
O=C(COC(=O)CCNS(=O)(=O)c1ccccc1)NC(=O)c1ccccc1
    -4.5	4.7	4.2	16.8	-0.9	2.0	-0.4	3.9	-0.2	98.0
OC(c1ccc(F)c(F)c1)c1nc(-c2cnc3ccccc3c2)cs1 (stereo unspecified)
    -1.0	-1.9	-5.0	2.0	0.4	nt	-0.7	-4.3	2.0	97.0
O=C(c1cccc(Cl)c1)C1CCCN(C(=O)c2ccoc2)C1 (stereo unspecified)
    1.1	6.6	4.7	-0.2	1.9	-1.2	1.0	21.5	0.8	98.0
Nc1c(C(=O)OCC2CCCO2)c2nc3ccccc3nc2n1C1CCCCC1 (stereo unspecified)
    -0.1	-1.5	-4.1	nt	-1.3	0.9	7.3	0.8	2.2	101.0
Cc1cc(C(F)(F)F)c2sc(N)nc2n1
    -0.4	-10.4	-1.4	7.7	1.7	-0.8	1.5	1.7	-0.3	92.0
CCCc1ccc(OCC(=O)Nc2cc(S(=O)(=O)CC)ccc2O)cc1
    3.8	10.0	3.9	-17.2	0.7	-8.4	0.6	8.8	-0.4	96.0
COC(=O)c1sccc1NC(=O)CN(C)NS(=O)(=O)c1ccc([N+](=O)[O-])cc1
    -2.2	-9.2	3.8	-6.4	2.5	-2.7	1.9	7.8	-0.3	100.0
Cc1cc(C)cc(NC(=S)NCc2cccs2)c1
    -3.5	-6.1	16.2	2.0	2.0	-3.2	-5.1	-9.1	1.9	102.0
Cc1ccccc1C(=O)NNC(=O)/C=C\C(=O)O
    -9.6	-13.7	5.1	-2.0	-0.1	-9.6	1.9	-0.5	0.1	97.0
Nc1cccc(-c2cn(-c3cc4cc(C#CC5(O)CCCCC5)ccc4oc3=O)nn2)c1
    -3.9	-3.3	0.0	4.0	-0.5	-6.9	3.4	9.3	-0.1	96.0

Pulled by structure from above (two):
Every second line gives: Granule exo inh	NOD2 RIPK2 PPI	ABHD5 PLIN5 PPI	Vif imaging	MC4R ag barr	TLR9-MyD88 inh	N-glyco inh	MC4R antag cAMP	aDG glyco up	ABCB6 inh MLPCN
COc1ccc(/C=C2\SC(=O)N(CCNC(=O)Cc3coc4cc(OC)ccc34)C2=O)cc1
    -1.9	-8.5	4.8	-2.1	1.1	2.8	0.8	-1.3	0.3	95.0
COC(=O)c1ccc(Cn2cnc3c(Cl)ncnc32)cc1
    5.5	6.0	9.9	-1.6	-2.1	-4.7	-3.1	2.5	-0.1	100.0

Source: PubChem BioAssay

These rows are one share of the data (hit frequency here may not be typical).
